# From PubChem BioAssay
# JMJD2E inh: JMJD2E (human) inhibition. 1.6% of 230,000 active. AID 2147. Potency, µM (doses to about 57.1 µM), without a hit: top-dose activity change, negative = inhibition, hits mostly inhibitors. JMJD2E catalytic domain, FDH-coupled NADH fluorescence (FDH is formaldehyde dehydrogenase); active = well fitted inhibition curve with a large enough effect, not every such curve was filed as active; inconclusive = small, poorly fitted or top-dose-only effect, or another doubt; inactive = no such curve, though single readings can be large or run the other way;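 note: 0% = wells with enzyme and -100% = buffer wells without enzyme; nearly all actives have a fitted effect of over 50% in size; many of its hits are not listed in these tables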
# Target sequence (B2RXH2 1-337 limits assumed): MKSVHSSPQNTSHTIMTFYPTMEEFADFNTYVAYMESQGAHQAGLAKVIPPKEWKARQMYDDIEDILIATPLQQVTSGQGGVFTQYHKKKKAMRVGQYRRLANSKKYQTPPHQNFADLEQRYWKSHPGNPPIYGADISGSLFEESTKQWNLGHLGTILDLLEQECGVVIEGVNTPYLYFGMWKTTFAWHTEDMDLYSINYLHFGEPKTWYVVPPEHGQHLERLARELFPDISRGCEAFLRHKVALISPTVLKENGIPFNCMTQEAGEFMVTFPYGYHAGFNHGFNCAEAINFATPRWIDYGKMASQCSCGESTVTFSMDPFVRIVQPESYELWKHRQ
# Tau ThT inhib: blocks human tau fibril formation measured by thioflavin T | P10636 | recombinant tau K18 P301L, heparin-induced fibrillization, ThT fluorescence | Potency, µM (top dose mostly 57.4 µM), inactives show top-dose activity, negative = inhibition, most hits filed as inhibitors | 2.1% of 270,000 active | AID 1460; note: % is set by controls: 0 for no effect and ±100 for the full control effect; nearly all actives have a fitted effect of over 55% in size
# Target sequence (P10636 561-689 P618L limits assumed): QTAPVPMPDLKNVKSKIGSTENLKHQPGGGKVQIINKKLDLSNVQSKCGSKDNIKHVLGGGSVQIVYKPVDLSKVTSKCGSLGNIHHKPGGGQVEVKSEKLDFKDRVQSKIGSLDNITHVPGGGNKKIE
#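 K18 P301L tau (15 uM + 0.24 uM Alexa 594-tagged), heparin 20 uM, NaOAc pH 7, 6 h 37 C; ThT 30 uM, 1 h RT, ex 450/em 510 nm.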
# Tau FP inhib: blocks human tau fibril formation measured by polarization. K18 P301L tau heparin fibrillization, Alexa594 FP, 6 h. Potency, µM (top dose mostly 57.7 µM), for the others: at the highest dose activity, negative = inhibition, usual class: inhibitors. 0.39% of 280,000 active; note: % is set by controls: 0 for no effect and ±100 for the full control effect; nearly all actives have a fitted effect of over 55% in size
#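 Recombinant K18 P301L […], labeled with Alexa 594 at 0.24 uM over 15 uM unlabeled; heparin inducer 20 uM final; 37 C, 6 hr; FP endpoint.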
# HTT aggregate: mutant huntingtin aggregation inhibition | PC12 HttQ103-GFP aggregates, Acumen cytometry, 40 h | 1.1% of 220,000 active | Potency, µM (highest dose often 46.1 µM), inactives show top-dose activity change, negative = inhibition, actives largely listed as inhibitors | AID 1688; note: % is set by controls: 0 for no effect and ±100 for the full control effect; nearly all actives have a fitted effect of over 60% in size
#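 Quantitative HTS on tebufenozide-induced (100 nM) PC12 cells stably expressing polyQ103 Huntingtin exon 1–GFP. Reduction of bright GFP aggregates, detected by laser scanning cytometry after lysis, identified actives across the titration.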
# HTT cytoprotect: protects HTT-Q103 PC12 cells, measured by ATP; PC12 HTT-Q103 induced, cytoprotection, ATP luminescence, 40 h; Potency, µM (titrated, usually from 56.4 µM), for inactives: cytoprotection (ATP increase), usual class: activators; 0.14% of 230,000 active; AID 1471;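 note: % of control where 0% means no effect; nearly all actives have a fitted effect of over 45% in size; toxic huntingtin expression switched on by the ecdysone agonist tebufenozide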
#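 Cells were plated at 1500 per well in phenol red-free DMEM with 5% equine and 5% calf serum. Tebufenozide (100 nM final) and compounds were added, then ATPlite reagent, and luminescence was read.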
# ALDH1A1 inh: blocks purified human ALDH1A1 activity. 7.3% of 220,000 active. Purified ALDH1A1, NADH fluorescence, propionaldehyde substrate. Potency, µM (top dose mostly 75.3 µM), for the others: at the top dose activity, negative = inhibition, actives largely listed as inhibitors. P00352; active = well fitted inhibition curve with a large enough effect, not every such curve was filed as active; inconclusive = small, poorly fitted or top-dose-only effect, or another doubt; inactive = no such curve, though single readings can be large or run the other way;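 note: plate controls were no enzyme wells and a reference inhibitor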
# Target sequence (P00352 whole entry, looked up): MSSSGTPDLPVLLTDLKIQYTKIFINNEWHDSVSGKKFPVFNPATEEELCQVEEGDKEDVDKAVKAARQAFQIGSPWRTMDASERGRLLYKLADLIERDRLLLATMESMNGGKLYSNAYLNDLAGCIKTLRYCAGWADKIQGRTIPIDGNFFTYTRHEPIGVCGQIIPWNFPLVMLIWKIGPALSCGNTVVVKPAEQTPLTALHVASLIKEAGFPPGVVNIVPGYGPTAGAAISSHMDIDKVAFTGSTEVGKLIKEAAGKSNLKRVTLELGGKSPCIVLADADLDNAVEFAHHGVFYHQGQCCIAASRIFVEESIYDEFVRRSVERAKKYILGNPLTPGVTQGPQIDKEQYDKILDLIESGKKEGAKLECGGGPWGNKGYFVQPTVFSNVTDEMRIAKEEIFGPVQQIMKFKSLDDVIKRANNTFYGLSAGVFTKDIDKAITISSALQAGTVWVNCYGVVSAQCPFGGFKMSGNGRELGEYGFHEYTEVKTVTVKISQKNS
# SMN2 splice enh: enhancers of SMN2 splice variant expression | AID 1458 | Potency, µM (top dose mostly 46.1 µM), for the others: top-dose activity change, positive = activation, hits mostly activators | HEK293 SMN2-luciferase splicing reporter, luminescence, 30-36 h | 2.8% of 210,000 active; note: % of control where 0% means no effect; nearly all actives have a fitted effect of over 55% in size
#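 qHTS luciferase splicing reporter: luminescence rises when SMN2 exon 7 is included in transfected HEK293 cells. Compound exposure lasted 30-36 h at 37C, with 4.5 mM final sodium butyrate as control, followed by a ONE-Glo read.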
# Tau fluor cs: counter-screen for tau fibril formation inhibitors. Potency, µM (titrated, usually from 57.7 µM), without a hit: top-dose activity change, negative = decrease. tau K18 P301L (four-repeat tau fragment) Alexa594 fluorescence, heparin fibrillization. 0.93% of 280,000 active; note: % is set by controls: 0 for no effect and ±100 for the full control effect; nearly all actives have a fitted effect of over 55% in size
#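 Human K18 P301L tau (15 uM unlabeled plus 0.24 uM Alexa 594-labeled, final) in 100 mM sodium acetate pH 7 was mixed with compound and 20 uM heparin and incubated 6 hr at 37 C.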
# Numbers without * were called inactive; ? = inconclusive; · = no result given; & = joins results of further samples; [ ] = another dose, or the depositor's remark. Unless noted, calls come from the whole dose curve; as a rule, active = well fitted curve in the direction sought with a large enough effect; inconclusive = small, poorly fitted or top-dose-only effect, or another doubt; inactive = no such curve, though single readings can be large; an effect the other way counts as inactive or inconclusive. Potency is the fitted concentration of half-maximal effect.
SMILES,JMJD2E inh,Tau ThT inhib,Tau FP inhib,HTT aggregate,HTT cytoprotect,ALDH1A1 inh,SMN2 splice enh,Tau fluor cs
COc1ccc(/C=C/c2nc(C#N)c(NCCc3ccc(OC)c(OC)c3)o2)cc1OC,·,?,2%,·,·,·,0%,?
CCCCOCCCNC(=O)Cc1ccccc1OC,-2%,-11%,9%,-22%,-1%[10 µM],3%,-4%,4%
Nc1nc(N)c2c(ccc3nccc32)[nH]1,?,0%,?,-13%[9.22 µM],-36%[10 µM],?,·,-9%
COc1ccc(/C=C/C(=O)c2ccc(NC3=NCCCS3)cc2)cc1OC,-13%,?,?,-7%,1%,-1%,-21%,-13%
CCc1nc(N)c(C#N)c(-c2ccc(F)cc2)c1C,?,-11%,-9%,1%[9.22 µM],2%,-4%,0%,-6%
Cc1ccc(CNC(=O)CN2C(=O)C3(OCCCO3)c3ccccc32)cc1,-2%,-2%,-2%,-25%,-1%,?,-3%,0%
CCn1c(=O)c2cc(C(=O)N(CCCOC(C)C)Cc3ccco3)sc2c2ccccc21,·,?,7%,·,·,·,-7%,-17%
COc1cc2oc3ccccc3c2cc1N(CC(=O)N(C)C)S(=O)(=O)c1ccccc1,0%,-8%,-10%,11%,-2%,5%,-2%,-13%
O=C(CSc1nnc(CNc2ccccc2)o1)N1CCN(C(=O)c2ccco2)CC1,0%,-15%,-7%,4%,13%[10 µM],17%,-14%,-6%
CCOC(=O)C1C(c2cccs2)NC(=O)NC1(O)C(F)(F)F (stereo unspecified),6%,5%,6%,-2%,-10%[10 µM],-3%,-4%,6%
O=C(NNC(=S)NCc1ccc(Cl)cc1)c1ccc2c(c1)OCO2,-19%,-6%,-2%,-25%[9.22 µM],-8%[10 µM],6%,·,-5%
Cc1nc(N2CCOCC2)c2nc(-c3ccccc3)n(CCCN3CCOCC3)c2n1,?,-13%,-2%,·,5%,?,?,-15%
NC(=NC1CCCCC1)c1ccc([N+](=O)[O-])cc1,-2%,1%,0%,26%,22%,-1%,6%,0%
COc1ccc(Oc2nc(C)cc(C)c2S(C)(=O)=O)cc1,-4%,-5%,3%,10%,-29%,5%,12%,-4%
COC(=O)CC1(c2ccc(OC)cc2)C(=O)c2ccccc2C1=O,-10%,-13%,-2%,7%[9.22 µM],-2%[10 µM],·,·,-16%
Cc1nn2c(=O)cc(COc3ccc(/C=C(\C#N)C(=O)Nc4ccccc4C)cc3)nc2s1,·,?,8%,·,·,·,17%,-9%
CCOC(=O)c1cc(CC)sc1NC(=O)COc1ccccc1C,·,0%,5%,·,·,·,-6%,2%
CCN(CC(=O)Nc1ccc(OC)cc1)CC(=O)Nc1ccc(Br)cc1F,-1%,-4%,?,2%,-27%,?,-6%,-16%
CC(=O)N1CCc2cc(Br)cc(S(=O)(=O)N3CCC(C(=O)N(C)c4cc(C)ccc4C)CC3)c21,·,-1%,-2%,·,·,·,-15%,-1%
O=C(COC(=O)c1c2c(nc3ccccc13)CCCCC2)c1ccc(Cl)s1,4%,?,?,-19%,-14%[10 µM],0%,1%,-19%
COc1ccccc1C(=O)NC(C)c1nc2ccccc2[nH]1 (stereo unspecified),-8%,-8%,-4%,17%,6%,7%,-10%,-10%
NC(=O)CSc1nnc(Cn2c(=O)sc3ccccc32)n1CCc1ccccc1,2%,-5%,1%,-1%,-7%,14%,8%,-1%
Cc1ccccc1OCc1nnc(SCC(=O)O)n1Cc1ccccc1,-7%,-9%,1%,-1%,-5%,7%,-9%,-9%
CCOc1ccccc1C(=O)Nc1nnc(C(C)C)s1,-20%,-15%,-2%,-4%,-18%,1.3µM*,1%,-7%
COc1ccc(NC(=O)c2c3c(nc4ccccc24)CCC3)cc1S(=O)(=O)N1CCOCC1,1%,-3%,6%,7%,-7%[10 µM],-2%,-3%,-4%
CCn1c(=O)cc(OCC(=O)NCc2ccccc2Cl)c2ccccc21,·,-18%,-3%,·,·,·,13%,-19%
O=C(CSc1nc(-c2ccccc2Cl)ns1)Nc1ccc2c(c1)OCO2,3%,-8%,?,13%,-4%[10 µM],?,28%,?
COc1ccccc1C(=O)Nc1ccc2nc(SCC(=O)N(C)C)sc2c1,-2%,-17%,-5%,9%,·,-8%,-7%,-11%
COc1ccc(C2C(C(=O)Nc3ccccc3)=C(C)N=C3SCC(=O)N32)cc1 (stereo unspecified),2%,-1%,1%,6%,19%[10 µM],?,-12%,-1%
CCOC(=O)c1ccc(NC(=O)c2cccc(S(=O)(=O)N3c4ccccc4CC3C)c2)s1 (stereo unspecified),?,-6%,8.9µM*,-2%,33%[10 µM],?,-48%[inhibitor],?
Oc1ccc(N=Nc2cccc(Cl)c2)cc1C=Nc1ccc(N2CCOCC2)cc1,-6%,?,-7%,-17%,14%[10 µM],?,-67%[inhibitor],-15%
COc1ccc(N2CCN(CC(=O)Nc3sccc3C#N)CC2)cc1,10%,-6%,13%,7%,·,3%,-5%,-5%
O=C(OC1Cc2c(O)cc(O)cc2OC1c1cc(O)c(O)c(O)c1-c1c(C2Oc3cc(O)cc(O)c3CC2OC(=O)c2cc(O)c(O)c(O)c2)cc(O)c(O)c1O)c1cc(O)c(O)c(O)c1 (stereo unspecified),11µM*,25µM*,?,·,·,-1%,8%,14µM*[quencher]
COc1cc(/C=N/NC(=O)C(=O)/C=C2\NC(C)(C)Cc3ccccc32)ccc1O,9%,?,?,3%[9.22 µM],13%[10 µM],·,·,-23%
O=C(O)c1ccccc1NS(=O)(=O)c1cccc(C(F)(F)F)c1,9%,-6%,1%,2%,-13%,-2%&-2%,24%,-9%
CC(C)(C)c1cc(/C=N/O)cc(C(C)(C)C)c1O,2%,-2%,-3%,?,·,-5%,-11%,-11%
CCC(=O)Nc1cc(C(=O)O)ccc1Sc1ccc(C)cc1,-14%,-4%,-8%,-10%,-10%,13%,·,-3%
Cc1ccccc1-c1nc(CN2CCC(C(=O)NCc3cccs3)CC2)c(C)o1,0%,3%,4%,-6%,2%,2%,0%,-2%
CCc1nnc(NC(=O)c2ccc(-c3cc(C(F)(F)F)ccc3Cl)o2)s1,2%,9%,5%,6%,-1%,-5%,13%,7%
COc1ccc(C(=O)C2CCCN(Cc3ccc(C#CCCO)cc3)C2)c(OC)c1 (stereo unspecified),-8%,-14%,1%,-15%[9.22 µM],-5%[10 µM],4%,·,-14%
CC(C)OC(=O)CC1=NC(=O)CS1,-6%,-1%,7%,-1%,-9%,-11%,·,5%
Cc1n[nH]c(=O)n1-c1ccc(Oc2ccccc2)cc1,4%,-13%,-1%,1%,1%,7%,-1%,-6%
COC(=O)N(C)c1nc2ccccc2s1,7%,-15%,-5%,-1%,6%[10 µM],6%,-7%,-11%
Cc1c(Cl)c([N+](=O)[O-])nn1CCCC(=O)Nc1c(Cl)cccc1Cl,4%,1%,-1%,-4%,46%[10 µM],-7%,-18%,-6%
C=CCOc1ccc(C2NC(=O)NC(C)=C2C(=O)OC)cc1 (stereo unspecified),2%,1%,-1%,-10%,18%,1%,-18%,14%
O=c1[nH]c(CSc2nnc(-c3ccccc3)n2C2CCCCC2)nc2ccccc12,9%,-3%,0%,10%,-5%,0%,7%,2%
CC1(C)C(C=C(Cl)Cl)C1C(=O)N(Cc1cccc(Cl)c1)C1CCS(=O)(=O)C1 (stereo unspecified),11%,-7%,6%,1%,33%[10 µM],5%,-8%,-4%
O=C(O)CCC(=O)N(Cc1cccs1)Cc1cccs1,-2%,-8%,0%,6%,-17%[10 µM],-5%,5%,-5%
O=C(CC1c2ccccc2Oc2ccccc21)Nc1ccccc1C(F)(F)F,5%,9%,-2%,0%,25%[10 µM],2%,-9%,3%
Cc1cc(C)nc(Oc2ccc([N+](=O)[O-])cc2)n1,-5%,1%,2%,?,-51%,-4%,-6%,-4%
Nc1nnc(SCn2nnc3ccccc3c2=O)s1,6%,16%,1%,?,·,?,?,11%
Cn1c(-c2ccccc2)cnc1SCC(=O)N1CCCCC1,1%,-11%,2%,-10%,-13%[10 µM],-14%,1.4µM*,-2%
Cc1ccccc1-n1c(SCC(=O)N2CCCC2)nnc1-c1ccccn1,-4%,-12%,2%,0%,4%[10 µM],-18%,-3%,1%
Cc1cc2nc(-c3ccc(SCC(=O)Nc4ccc5c(c4)OCCO5)nc3)[nH]c2cc1C,?,?,-9%,15%,-92%[inhibitor],?,?,?
COc1cc2c(cc1C(F)(F)F)N(C(=O)Nc1cc(F)cc(-c3cccnc3)c1)CC2,?,?,?,·,-83%[inhibitor],-8%&-11%,-18%,?
Cc1cc(C)c(NC(=O)CS(=O)CC(=O)Nc2cccnc2)c(C)c1 (stereo unspecified),-1%,-6%,4%,11%,-7%[10 µM],-9%,·,-4%
COC(=O)c1c(C)[nH]c(C(=O)CSc2ncnc3sc(-c4ccccc4)cc23)c1C,7%,-10%,5%,21%,·,13%,2%,-5%
O=C(c1ccc(COc2ccc(Br)cc2)o1)N1N=C(C(F)F)CC1(O)C(F)F (stereo unspecified),1%,?,?,-20%,·,-1%,-46%[inhibitor],-12%
Cc1ccccc1-c1nnc(SCC(=O)Nc2ccc(Cl)cc2)n1N,-4%,-5%,5%,-20%,-4%,1%,-22%,-9%
Cc1cc(C)c2c(c1)SC1=NC(c3ccccc3)(C(F)(F)F)NC(=O)N12 (stereo unspecified),3%,?,-15%,13%,0%,-6%,9%,-20%

# These rows are one share of the data, so the mix of outcomes need not match the whole.
